Assay outcomes deposited in PubChem by The Scripps Research Institute Molecular Screening Center.
PREPL inh = inhibits the human prolyl oligopeptidase-like enzyme; inhibition, % at 5.96 µM; recombinant PREPL, fluorescence polarization activity-based probe; Q4J6C6; 320,000 compounds, 0.68% hits; in the data active means inhibition above about 43%;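 further: 0% = enzyme with DMSO and 100% = wells lacking enzyme; many of its hits are not listed in these tables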
Target sequence (Q4J6C6 whole entry, looked up): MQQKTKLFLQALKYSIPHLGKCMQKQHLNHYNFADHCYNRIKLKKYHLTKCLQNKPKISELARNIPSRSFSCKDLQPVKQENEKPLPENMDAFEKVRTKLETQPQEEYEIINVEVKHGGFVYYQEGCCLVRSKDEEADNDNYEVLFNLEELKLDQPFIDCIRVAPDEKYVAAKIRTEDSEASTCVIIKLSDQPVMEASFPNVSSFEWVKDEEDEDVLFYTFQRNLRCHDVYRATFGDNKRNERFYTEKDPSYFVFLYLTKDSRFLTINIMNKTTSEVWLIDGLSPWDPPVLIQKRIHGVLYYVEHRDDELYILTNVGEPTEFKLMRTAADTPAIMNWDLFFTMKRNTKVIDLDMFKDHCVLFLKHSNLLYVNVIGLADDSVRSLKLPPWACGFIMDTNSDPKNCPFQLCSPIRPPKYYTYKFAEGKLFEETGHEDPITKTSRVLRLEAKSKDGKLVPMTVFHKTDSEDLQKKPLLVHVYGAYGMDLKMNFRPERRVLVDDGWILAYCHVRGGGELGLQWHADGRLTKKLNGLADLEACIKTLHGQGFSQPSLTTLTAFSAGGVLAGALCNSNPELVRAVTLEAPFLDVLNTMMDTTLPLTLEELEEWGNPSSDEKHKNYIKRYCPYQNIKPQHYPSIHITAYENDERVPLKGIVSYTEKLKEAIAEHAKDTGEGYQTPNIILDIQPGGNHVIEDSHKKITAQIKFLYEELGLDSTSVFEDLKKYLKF
PAD4 FP inh = blocks human protein arginine deiminase 4; Q9UM07; 330,000 compounds, 0.41% hits; AID 485272; recombinant PAD4, RCA probe fluorescence polarization; inhibition, % at 6.36 µM;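 active means percent inhibition above a cutoff equal to the mean of all tested compounds plus 3 SD, cut at about 15% in these data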;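 further: 0% = PAD4 with RCA probe and DMSO and 100% = probe without PAD4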
GSTO1 counter = blocks human GSTO1 in RBBP9 counter-screen; 300,000 compounds, 1.1% hits; inhibition, % at 5.96 µM; recombinant GSTO1, activity-based probe fluorescence polarization; P78417;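 active means inhibition above the campaign mean inhibition plus 3 SD, cut at about 35% in these data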;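 further: 0% = GSTO1-1 with DMSO and 100% = wells lacking GSTO1-1 enzyme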
Target sequence (P78417 whole entry, looked up): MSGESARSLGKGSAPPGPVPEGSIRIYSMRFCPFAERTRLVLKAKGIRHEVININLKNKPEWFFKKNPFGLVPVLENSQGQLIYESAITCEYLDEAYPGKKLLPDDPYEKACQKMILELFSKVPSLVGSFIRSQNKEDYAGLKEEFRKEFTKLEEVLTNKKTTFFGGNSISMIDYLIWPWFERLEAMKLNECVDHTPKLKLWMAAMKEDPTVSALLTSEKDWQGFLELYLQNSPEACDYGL
PAFAH2 inh = inhibitors of human PAFAH2 | AID 492956 | recombinant PAFAH2, FP-rhodamine activity probe, fluorescence polarization | inhibition, % at 3.39 µM | Q99487 | 340,000 compounds, 0.99% hits;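 active means inhibition above the mean over all tested compounds plus 3 SD, cut at about 30% in these data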;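 further: inhibitors block probe labeling of enzyme so polarization drops; 0% = enzyme with DMSO and 100% = wells lacking PAFAH2 protein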
LYPLA1 counter = counter-screen for PME1 inhibitors: inhibitors of human LYPLA1. 320,000 compounds, 0.16% hits. recombinant LYPLA1, FP-Rh probe fluorescence polarization. inhibition, % at 5.9 µM;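 active means inhibition above the mean of all tested compounds plus 3 SD, set per campaign, cut at about 14% in these data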;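 further: inhibitors block serine hydrolase probe labeling of LYPLA1 so polarization falls; 0% = enzyme with DMSO and 100% = wells lacking LYPLA1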
LYPLA2 inh = LYPLA2 (human) inhibition in PME1 counter-screen; recombinant LYPLA2, FP-Rh probe fluorescence polarization; inhibition, % at 5.9 µM; 320,000 compounds, 0.38% hits;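 active means inhibition above the screen-wide mean plus 3 SD, limit set per campaign, cut at about 26% in these data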;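 further: 0% = LYPLA2 with DMSO and 100% = wells lacking LYPLA2 enzyme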
PAFAH1B3 inh = inhibitors of human PAFAH1B3; inhibition, % at 3.39 µM; recombinant PAFAH1B3, FP-rhodamine probe, fluorescence polarization; Q15102; 340,000 compounds, 0.28% hits;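 active means inhibition above the screen-wide average of all tested compounds plus 3 SD, cut at about 25% in these data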;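 further: 0% = enzyme with DMSO only and 100% = wells lacking PAFAH1B3 protein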
EBNA-1 inh = blocks EBNA-1 binding to DNA; EBNA-1 DNA binding, fluorescence polarization; inhibition, % at 14.8 µM; 300,000 compounds, 0.34% hits; AID 1950; in the data active means inhibition above about 28%
ZTA counter = ZTA (EBV) inhibition in EBNA-1 counter-screen | ZTA-DNA binding, fluorescence polarization | 320,000 compounds, 0.15% hits | P03206 | inhibition, % at 11 µM; in the data active means inhibition above about 33%
An asterisk follows results filed as active; . = not tested or not shown; & = joins results of further samples. Some of the compounds tested, so the mix of outcomes need not match the whole.

canonical_smiles	PREPL inh	PAD4 FP inh	GSTO1 counter	PAFAH2 inh	LYPLA1 counter	LYPLA2 inh	PAFAH1B3 inh	EBNA-1 inh	ZTA counter
COC(=O)COc1ccc(S(=O)(=O)Nc2cc([N+](=O)[O-])ccc2C)cc1	-11	-3	1	2	0	-7	4	-9	12
COc1ccc(OC)c(CNC(=O)Cn2nc(C)c3c(C)n(-c4ccc(C)cc4)nc3c2=O)c1	8	0	-4	2	1	-2	9	-5	-1
O=C(CCNS(=O)(=O)c1ccccc1C(F)(F)F)N1CCN(S(=O)(=O)c2cccc(F)c2)CC1	7	-5	9	8	2	10	0	-14	-6
CC(=O)c1c(C)[nH]c(C(=O)NCCc2c[nH]c3ccccc23)c1C	-4	-1	-1	-4	-22	-1	5	2	6
COc1ccc(C(=O)N/N=C(\c2ccccc2)c2ccccn2)cc1	-8	-4	-6	1	-1	2	10	1	8
CC(CN1CCN(C)CC1)OC(=O)c1ccc(F)cc1 (stereo not drawn)	-4	-1	5	-7	6	7	0	20	2
Cc1ccc2[nH]c3c(c2c1)CCCC3C(N)=O (stereo not drawn)	7	-5	-4	9	-1	-3	1	-6	-8
COc1cccc(C(=O)Nn2c(C)nnc2-n2nc(C)cc2C)c1	-1	1	-1	-5	-1	-3	-3	5	4
Cc1c(C(=O)Nc2cccc(S(=O)(=O)N3CCOCC3)c2)oc2ccccc12	12	-3	.	-6	.	.	-2	.	.
CCCCCC#CCN1CCN(C23CC4CC(CC(C4)C2)C3)CC1	14	-1	.	12	0	0	13	.	12
CC(=O)c1nc2ccccc2n1CCc1ccccc1	-7	1	-3	1	-2	-3	-4	3	8
N/C(=N\OC(=O)c1cccc(Cn2cc(C(F)(F)F)ccc2=O)c1)c1ccccc1	-44	-1	-1	5	-7	-7	-2	-12	-2
O=C(COc1ccc(Cl)cc1Cl)N1CCN(c2ccccn2)CC1	-12	-3	10	6	1	6	6	-4	9
CCOc1ccc(NC(=O)N2CCC(c3nc4ccccc4o3)CC2)cc1	3	1	3	0	-1	2	6	2	2
O=C(COC(=O)c1cc(NS(=O)(=O)c2cccs2)ccc1O)Nc1cc(Cl)ccc1Cl	-7	-3	-13	-12	-12	-25	-6	36*	12

The results go on.
canonical_smiles	PREPL inh	PAD4 FP inh	GSTO1 counter	PAFAH2 inh	LYPLA1 counter	LYPLA2 inh	PAFAH1B3 inh	EBNA-1 inh	ZTA counter
O=C1CC(c2ccccc2)=Nc2ccc(Br)cc2N1	9	0	-4	3	-2	4	0	5	-11
COc1ccc([C@@H]2CC(=O)c3c(O)cc(O[C@@H]4OC(CO[C@@H]5OC(C)[C@H](O)[C@H](O)C5O)[C@@H](O)[C@@H](O)C4O)cc3O2)cc1O (stereo partly drawn)	5	-6	5	3	0	19	-2	3	1
CCCc1cc(=O)[nH]c(Nc2ccc3c(c2)OCCO3)n1	5	0	2	4	0	4	-4	-1	-12
N#C/C(=C\c1ccc(Sc2ccc(Cl)cc2)o1)c1nc2ccccc2[nH]1	18	-3	-13	-21	-14	-10	-11	5	7
O=[N+]([O-])c1ccccc1OCCCCN1CCCCC1	4	2	4	0	0	1	-1	3	11
CCCCC(=O)Nc1ccc(F)c(Cl)c1	3	0	1	8	1	3	2	7	-5
COc1ccc(NC(=O)C2CCC(CNc3c(N4CCCCC4)c(=O)c3=O)CC2)cc1OC (stereo not drawn)	1	-3	3	-2&4	17*	2	12&5	10	-9
CN(C1CCS(=O)(=O)C1)S(=O)(=O)c1ccc(C2CCCCC2)cc1 (stereo not drawn)	7	2	3	1	2	4	6	4	-18
COc1cc(C(=S)N2CCOCC2)cc(Br)c1OS(=O)(=O)c1ccccc1	11	0	2	11	-2	4	1	-8	-4
O=C(NCCC1CCCCN1S(=O)(=O)c1ccc(F)cc1)C(=O)NCCN1CCOCC1 (stereo not drawn)	-7	2	7	-1	-1	-3	4	-6	15
CC1CCN(c2ccc(S(=O)(=O)NC3=NCCCCC3)cc2[N+](=O)[O-])CC1	9	0	2	1	-1	1	-1	-10	-15
Cc1cccc(-c2noc(CSc3ccccc3)n2)c1	-5	-1	9	8	1	1	-1	-3	-6
COc1ccc(OCC(=O)c2c[nH]c3ccccc23)cc1	12	-3	-2	3	0	-2	-2	9	1
CCOc1cccc2sc(Cl)nc12	4	-4	7	6	-2	-5	-1	16	-4
Cc1c(C=O)cnn1CCC(=O)O	-6	1	-13	1	0	-7	9	8	8

3 entries picked at random from those above:
canonical_smiles	PREPL inh	PAD4 FP inh	GSTO1 counter	PAFAH2 inh	LYPLA1 counter	LYPLA2 inh	PAFAH1B3 inh	EBNA-1 inh	ZTA counter
CC1CCN(c2ccc(S(=O)(=O)NC3=NCCCCC3)cc2[N+](=O)[O-])CC1	9	0	2	1	-1	1	-1	-10	-15
COc1cccc(C(=O)Nn2c(C)nnc2-n2nc(C)cc2C)c1	-1	1	-1	-5	-1	-3	-3	5	4
Cc1ccc2[nH]c3c(c2c1)CCCC3C(N)=O (stereo not drawn)	7	-5	-4	9	-1	-3	1	-6	-8

(next part)
canonical_smiles	PREPL inh	PAD4 FP inh	GSTO1 counter	PAFAH2 inh	LYPLA1 counter	LYPLA2 inh	PAFAH1B3 inh	EBNA-1 inh	ZTA counter
Cc1c(C)n(C(=O)CSc2nc3ccccc3[nH]2)c2ccccc12	-11	-5	-4	13	1	-1	3	-4	7
CCOC(=O)NC(=O)CSc1nnnn1-c1ccc(Cl)cc1	0	6	1	-2	2	-2	-4	-5	-9
COCCNC(=S)Nc1ccc2nc(N3CCOCC3)cc(C)c2c1	-10	-3	7	2	1	-3	10	11	3
CCn1cc([C@@H]2C[C@H]3CN(Cc4cccc(Cl)c4)C(=O)[C@]34CCCN24)cn1	11	2	6	.	1	-2	.	10	-11
CC1(c2ccccc2Cl)NC(=O)N(CC(=O)c2ccc3c(c2)OCO3)C1=O (stereo not drawn)	6	3	-1	0	1	5	4	-4	-8
N#Cc1ccc(Oc2ccc(C(F)(F)F)cc2NC(=O)c2ccc(F)cc2)cc1	-8	5	-5	-3	-7	-8	5	7	-1
O=C(/C=C/c1ccc(Cl)cc1)NC(=S)Nc1ccc(N2CCOCC2)c(Cl)c1	5	-1	1	-53	-4	-4	-42	11	8
Cc1cc(C)cc(NC(=O)C(OC(=O)c2ccc(O)cc2)c2ccccc2)c1 (stereo not drawn)	1	1	.	-5	-23	-42	0	.	8
CCOc1ccc(CCNC(=O)C2CCCN(S(=O)(=O)N3CCOCC3)C2)cc1OCC (stereo not drawn)	-10	2	3	-8	4	0	7	-6	3
Cc1ccc(C#N)c(SCc2cccc(Br)c2)n1	3	7	1	3	0	8	10	-4	-2
COc1cc(C)c(Cl)cc1S(=O)(=O)N1CCCC1	-5	-6	-4	.	0	2	.	6	10
Cc1ccc([N+](=O)[O-])c(NC(=O)COC(=O)C2CC3CCCC(C2)C3=O)c1C (stereo not drawn)	3	4	1	34*	1	4	8	1	0
Cc1noc(NS(=O)(=O)c2ccc(NC(=O)CCN3C(=O)c4ccccc4C3=O)cc2)c1C	-4	-2	0	0	1	-1	10	1	-14
COc1ccc(N2CC(NC(=O)N(C)CCC#N)CC2=O)cc1 (stereo not drawn)	6	4	14	5	-2	2	2	-10	-4
Nc1nnc(CC(c2ccccc2)c2ccccc2)s1	-9	3	11	4	-1	8	4	-4	-2

The list continues:
canonical_smiles	PREPL inh	PAD4 FP inh	GSTO1 counter	PAFAH2 inh	LYPLA1 counter	LYPLA2 inh	PAFAH1B3 inh	EBNA-1 inh	ZTA counter
CN(CC(=O)Nc1ccc(Cl)c(Cl)c1)C(=O)C1CCCC1	16	-1	.	-1	-2	1	3	.	-13
O=C(O)C(Cc1ccccc1)N1C(=O)/C(=C/c2ccccc2)SC1=S (stereo not drawn)	-2	-1	-6	17	-1	5	2	20	24
CCOC(=O)c1ccc(NC(=S)NCCc2ccc(OC)c(OC)c2)cc1	10	3	-3	4	-8	0	5	13	2
CC(CC(=O)NNC(=O)c1cccc(Cl)c1)c1ccccc1 (stereo not drawn)	-6	-7	0	7	-2	-4	-2	-19	-7
CC(C)c1ccc(S(=O)(=O)NC2CCS(=O)(=O)C2)cc1 (stereo not drawn)	28	1	10	-2	-1	6	2	5	-5
CCc1c(C(=O)Nc2ccccc2)c(C)[nH]c(=S)c1C#N	17	5	7	6	0	4	2	-2	-14
CCOc1ccc(NS(=O)(=O)c2ccc(NC(=O)[C@@H]3CCCC[C@@H]3C(=O)O)cc2)cc1	0	-2	11	1	1	3	9	-4	0
CCOc1ccc(C(=O)Nc2cnn(Cc3ccc(Cl)c(Cl)c3)c2)cc1	-13	-11	2	-14	-22	-37	10	7	5
O=C(c1cnn2c(C(F)(F)F)cc(-c3ccco3)nc12)N1CCCCCC1	14	1	-3	-14	5	6	6	-8	1
CCN(C(=O)CN1C(=O)S/C(=C\c2cccc(OC)c2)C1=O)C1CCS(=O)(=O)C1 (stereo not drawn)	16	2	8	3	-2	8	0	8	-4
CC(C)C[C@@H]1NC(=O)[C@H](Cc2ccc(O)cc2)NC(=O)[C@H](CCC(N)=O)NC(=O)c2cc([N+](=O)[O-])cc(I)c2NCC[C@@H](C(N)=O)NC1=O	-1	-6	18	.	-4	-6	.	-3	-5
COc1cc(NC(=O)c2cc3ccccc3o2)c(OC)cc1Cl	-2	2	-1	-3	-4	-9	2	8	-6
O=C1CSC(c2cccnc2)N1c1ccc(F)cc1 (stereo not drawn)	-5	1	-1	-9	-1	-3	5	8	7
Cc1cc(C)n(CC(=O)NCc2cc(-c3nn(C)c(=O)c4ccccc34)ccc2C)n1	3	-4	-2	-4	2	-4	9	-4	-7
COc1ccccc1N1CCN(CC(=O)Nc2cc(F)ccc2C)CC1	11	-9	18	-8	0	-3	3	-3	6

Continued.
canonical_smiles	PREPL inh	PAD4 FP inh	GSTO1 counter	PAFAH2 inh	LYPLA1 counter	LYPLA2 inh	PAFAH1B3 inh	EBNA-1 inh	ZTA counter
O=C(NNC1=C(C(=O)C(F)(F)F)CCC1)c1ccccc1O	-5	-1	6	13	4	-1	7	-6	-1
CC(=O)NCC(=O)N[C@@H](CC(=O)OCc1ccccc1)C(=O)OCc1ccccc1	18	8	5	0	-1	-4	7	-9	2
COc1ccc(-n2nnnc2SCC(=O)Nc2ccccc2N2CCOCC2)cc1OC	10	4	1	-14	-5	-2	-1	5	-11
Cc1nc(N2CCN(C(=O)c3ccco3)CC2)c2oc3ccccc3c2n1	-9	5	-5	0	1	2	4	-2	-3
CN1CCN(c2nc(-c3ccccc3O)nc3ccccc23)CC1	-25	3	4	-4	0	-2	-7	4	-2
Cc1ccccc1OCC(=O)Nc1ccc2c(c1)COC2=O	11	-2	3	-1	-4	0	8	-5	-2
CCO[C@@H]1OC(C(=O)NC2CC2)=C[C@H](C2CC2)[C@H]1CCCO	9	-4	5	8	-1	-7	3	15	-8
Cc1ccc(C2(C)NC(=O)N(CC(=O)NNC(=O)c3ccccc3)C2=O)cc1 (stereo not drawn)	-4	5	.	-6	0	2	4	.	-19
CC(C)Nc1nc(NC(C)C)nc(N(C)N)n1	0	-2	-4	2	0	0	17	0	13
NS(=O)(=O)c1ccc2c(c1)C1C=CCC1C(C1CC=CCC1)N2 (stereo not drawn)	41	-7	37*	-3	-10	0	2	-7	-10
CCc1ccc2[nH]c3nc(SCc4nnc(-c5ccc(C)cc5)o4)nnc3c2c1	9	-3	3	-13	-5	-2	1	-10	-5
COc1cccc(-c2nc(CS(=O)(=O)CC(=O)N3CCc4ccccc4C3)c(C)o2)c1	-6	0	-4	8	2	3	1	-2	6
COc1ccc(OCC(=O)OC2CCN(C)CC2)cc1	5	-1	10	-1	2	-3	8	-2	-14
CC(=O)Nc1ccc(CN2CCC(n3nccc3NC(=O)CCc3ccccc3)CC2)cc1	17	2	2	-1	0	-7	8	0	4
CC(C)CC(=O)NC(=S)Nc1sc2c(c1C(N)=O)CCC2	-6	-1	-11	3	-3	2	7	17	9
CCN1C(=O)CC(c2ccccc2)N(C2CCCC2)c2nc(Nc3ccc(C(=O)NC4CCN(C)CC4)cc3OC)ncc21 (stereo not drawn)	48*	0	.	-5	.	.	7	.	.
